MT stabilize HCS = microtubule stabilizers in HeLa cells; HeLa tubulin immunostaining HCS, 24 h; share of cells brighter than vehicle mean+2SD; % tubulin-high responders, % at 10 µM; 200,000 tested, 0.83% active; AID 2205;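 active = plate Z-score above 3 for both tubulin-high and condensed-nucleus cell shares, with cell loss under 80%, at 10 µM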;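 also: anti alpha tubulin signal scored within the nucleus-defined area of each cell; some results filed as inactive read as strong as hits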
Myeloid diff MLP = myeloid differentiation induction. 360,000 tested, 1% active. ER-HoxA9 myeloid progenitors, lysozyme-GFP differentiation, flow cytometry. calls only at 10 µM;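 active = normalized GFP-positive differentiation at or above the plate's own cutoff, the solvent-only control mean plus 3 SD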;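 also: cells exposed to compound for four days before flow analysis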
West Nile antiviral = inhibition of WNV-induced cytopathic effect – cell-based, CPE readout (AID 1621); West Nile virus-infected cells, CPE inhibition; higher % means a stronger effect; CPE inhibition, % at 10 µM; hits with a dose series show IC50 in µM; 290,000 tested, 0.02% active; in the data active = a potency from the dose series; also: strong numbers were not always called active
T cell modulator = modulates CD8 T cell binding to vesicles. 2C CD8+ T cell-vesicle binding, flow cytometry; active compounds read low. AID 2052. 330,000 tested, 0.068% active. calls only at 7 µM;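 active = response, share of CD8 T cells binding vesicles, and their 90th percentile fluorescence all below set limits, cut at about 80% in these data, passing the limit was not always enough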
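Test system: purified 2C TCR transgenic mouse naive CD8+ T cells. Probe or stimulus: QL9-peptide-loaded Drosophila micro-vesicles bearing Ld, ICAM-1 and B7-1. Incubation: binding step 1.5 h, 37 °C, antibody labelling 20 min, ice. Measured by: flow cytometry of vesicle-bound cells.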
bCat nuc transl = alters nuclear translocation of beta-catenin in HeLa cells. immunofluorescence imaging. nuclear translocation activity, % at 5 µM. 190,000 tested, 0.3% active. AID 1665;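 active = nuclear translocation activity above 50% at 5 µM, with a well cell count of 50 or more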;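 also: per-cell ratio of nuclear to cytoplasmic median beta-catenin stain intensity; plate controls were DMSO negative control for no effect and GSK-3 inhibitor IX positive control for full effect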
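Assay system: human HeLa cells, native beta-catenin; doses: 5 µM primary, 0.02–20 µM confirmation; incubation: compound treatment 24 h, 37°C, 5% CO2; technique: fluorescence imaging of beta-catenin antibody stain plus DAPI; measure: % activation, nuclear-to-cytoplasmic median beta-catenin signal ratio per cell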
Ins promoter up = MIN6 insulin promoter up-regulation | z-score at 5 µM | MIN6 insulin promoter-GFP reporter, high-content imaging; active compounds read high | 190,000 tested, 0.3% active | AID 1625;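 active = z-score above 3 at 5 µM with at least 500 cells counted in the well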
WT yeast gro inh = growth inhibition of WT yeast, mitochondrial fusion screen. mitochondrial fusion phenotypic screen, WT strain. inhibition, % at 10 µM. 190,000 tested, 2.1% active. AID 1362; in the data active = inhibition above about 58%; tested in S. cerevisiae
Autophagy HCS = autophagy modulation, high-content screen | MEF GFP-LC3 puncta imaging; test concentration mostly 10 µM | calls only at 10 µM (by protocol) | 190,000 tested, 0.98% active;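 active = percentage of spot-positive cells more than 3 SD above its plate mean, without a fluorescence outlier flag or 80% toxicity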;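 also: spot-positive cell cutoff set from DMSO-treated cells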
Hep lipid drop = hepatic lipid droplet formation modulation; AML12 mouse hepatocytes, oleate lipid droplets, BODIPY imaging; inhibition, % at 6.5 µM; 240,000 tested, 0.4% active;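 active = lipid droplet intensity inhibited by at least 50%, with more than 500 cells counted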
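Technique: fluorescence imaging, 20x objective, two fields per well / Assay system: AML12 hepatocytes (mouse) / Measure: % inhibition of lipid droplet signal / Doses: 6.5 µM single-point dosing / Incubation: overnight exposure / Reagent: 100 µM oleic acid challenge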
WT yeast gro inh mutant strain = further read-out of WT yeast gro inh, marked with its call; inhibition, %; mitochondrial fusion phenotypic screen, mutant strain inhibition
Ins promoter up cell count = second read-out of Ins promoter up, no call of its own (marks repeat the call); cell count; measured here: cytotoxicity, nuclei count;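 total cells summed across four imaged fields per well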
Hep lipid drop cells 6.5 µM = further read-out of Hep lipid drop, marked with its call; cell count; measured here: cell count, cytotoxicity flag;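 cells counted across two imaged fields per well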
bCat nuc transl cell count 5 µM = second read-out of bCat nuc transl, no call of its own (marks repeat the call); cell count; measured here: cell count, cytotoxicity flag
T cell modulator vesicle-bound % = also measured in T cell modulator; calls as there; double positive events, %; measured here: CD8+ vesicle-bound cell fraction;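 binding gate set so that unloaded-vesicle control wells show 10% double positive cells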
MT stabilize HCS Hoechst-high % = recorded beside MT stabilize HCS, whose call it bears; % Hoechst-high responders; measured here: nuclear condensation Hoechst responders;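 share of cells brighter than vehicle mean plus two SD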
MT stabilize HCS cytotoxicity % = further read-out of MT stabilize HCS, marked with its call; toxicity, %; measured here: cytotoxicity by cell density;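 0% = mean cell density of plate MIN control wells and 100% = no cells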
Autophagy HCS cell loss 18 h = recorded beside Autophagy HCS, whose call it bears; toxicity, %; measured here: cell loss, nuclei count;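 cell loss after 18 h compound exposure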
Myeloid diff MLP GFP+ MAC1+ % = recorded beside Myeloid diff MLP, whose call it bears; GFP+ MAC1+ double positive, %; measured here: differentiation confirmed by MAC1 staining
Numbers without * were called inactive; i = inactive; · = no result given; + = active, no number.

#	Compound	Myeloid diff MLP	Ins promoter up	Autophagy HCS	T cell modulator vesicle-bound %	bCat nuc transl	Autophagy HCS cell loss 18 h	T cell modulator	Ins promoter up cell count	MT stabilize HCS cytotoxicity %	Myeloid diff MLP GFP+ MAC1+ %	MT stabilize HCS	bCat nuc transl cell count 5 µM	Hep lipid drop	MT stabilize HCS Hoechst-high %	WT yeast gro inh mutant strain	WT yeast gro inh	West Nile antiviral	Hep lipid drop cells 6.5 µM
1	Cc1cc(C)cc(N(C(=O)Cn2nnc3ccccc32)C(C(=O)NCc2ccco2)c2ccncc2)c1 (stereo unspecified)	i	0.22	i	35.6	-1.6	-0.6	i	1108	1.3	0.8	3.1	1056	1.3	0.9	-24.5	-17.4	-0.1%	789
2	Cc1cc(N)n(-c2ccc3ccccc3c2)n1	+	-0.04	i	48.3	-1.2	-21.4	i	1491	6.5	5.8*	3.6	1378	·	2.7	69.2	22.4	1.0%	·
3	COc1ccc(/C=N/NC(=O)c2ccccc2OC)cc1COc1ccc(C)cc1	i	·	·	48.0	·	·	i	·	·	2.5	·	·	-7.9	·	·	·	-0.1%	833
4	Cc1n[nH]c(=S)n(/N=C/c2ccccn2)c1=O	i	1.05	i	27.2	2.3	-7.4	i	1428	8.8	0.3	2.6	1467	·	4.2	12.2	-7.7	0.3%	·
5	COc1ccc(C2C(=O)N(C3CCCCC3)CC(=O)N2CCc2ccccc2)cc1OC (stereo unspecified)	i	-0.15	i	39.4	-1.0	-17.0	i	1357	9.2	1.0	1.7	1466	·	1.4	13.3	22.1	-0.9%	·
6	S=c1[nH]c2cc(Cl)c3cccnc3c2o1	i	·	·	31.1	·	·	i	·	·	0.5	·	·	4.2	·	·	·	0.3%	750
7	COC(=O)c1c(C)oc2ccc(OC(=O)c3cccs3)cc12	i	·	i	40.9	·	5.6	i	·	6.6	1.6	4.8	·	-24.0	3.0	11.8	27.6	-0.1%	779
8	CCC(C)(C)NC(=O)C(c1ccc(F)cc1)N(Cc1ccccc1)C(=O)c1cnccn1 (stereo unspecified)	i	0.54	i	64.1	-3.6	7.9	i	1715	9.4	0.3	8.0	1059	1.1	1.3	16.1	-9.5	-0.2%	683
9	O=C(NC(=S)Nc1ccc2[nH]c(=O)[nH]c2c1)c1ccccc1[N+](=O)[O-]	i	·	·	15.6	·	·	i	·	·	1.0	·	·	-0.3	·	·	·	-0.2%	647
10	COc1ccc(Nc2cc(C(=O)NCc3ccco3)c3ccccc3n2)cc1	·	-0.17	i	43.4	1.3	29.8	i	1480	8.1	·	3.8	1056	17.0	3.5	11.8	-16.5	-0.5%	680
11	COc1ccc(CNC(=O)N2CCN(c3cccc(Cl)c3)CC2)cc1OC	i	·	·	17.7	·	·	i	·	·	1.7	·	·	33.8	·	·	·	-1.2%	810
12	Cc1ccc(-c2c(C#N)c(N)nc3c2CCCC3)o1	i	-0.18	i	6.6	-0.8	12.0	i	1294	7.4	0.3	1.9	1085	9.2	2.1	-10.6	-1.7	0.3%	756
13	Cc1ccc(CNC(=S)NC2CCCCC2)cc1	i	·	·	62.7	·	·	i	·	·	0.5	·	·	-4.9	·	·	·	-1.2%	818
14	CC(C)(C)NC(=O)NC(=O)CN1CCN(S(=O)(=O)c2ccc3c(c2)OCCO3)CC1	i	1.33	·	23.9	-0.3	·	i	863	·	0.2	·	1421	2.6	·	·	·	-0.4%	704
15	Cc1cc(N2CCN(C)CC2)nc2ccc(NC(=S)NCCC(C)C)cc12	i	·	·	38.6	·	·	i	·	·	1.6	·	·	-60.9	·	·	·	1.2%	411
16	COc1ccccc1OCc1nnc(SCC(=O)NCc2ccco2)n1Cc1ccco1	i	0.51	i	32.8	-0.9	-12.6	i	1215	6.1	1.1	2.8	1115	·	1.7	0.1	-10.6	0.3%	·
17	Cc1cc(NC(=O)CSc2nnc(C3CC3)n2N)no1	i	0.04	i	7.7	-6.4	9.3	i	1215	2.7	10.3	2.3	1041	·	1.4	1.8	-7.3	0.6%	·
18	O=C(CSc1nnc(NC2CCCCC2)s1)NC1CCS(=O)(=O)C1 (stereo unspecified)	i	0.44	i	56.4	1.7	-42.0	i	966	13.9	3.1	3.2	825	·	3.2	21.2	19.2	0.6%	·
19	O=C(c1ccc2c(c1)OCO2)C1CCCN(Cc2ccc(OC(F)F)cc2)C1 (stereo unspecified)	i	·	·	1.2	·	·	i	·	·	0.9	·	·	-26.0	·	·	·	-0.6%	716
20	CCNc1nc(NCC)nc(Nn2cnnc2)n1	i	-0.23	i	13.8	·	1.9	i	876	6.1	0.6	1.6	·	·	0.7	-12.8	-14.3	0.5%	·

Next section, starting with the last two of the part before.
#	Compound	Myeloid diff MLP	Ins promoter up	Autophagy HCS	T cell modulator vesicle-bound %	bCat nuc transl	Autophagy HCS cell loss 18 h	T cell modulator	Ins promoter up cell count	MT stabilize HCS cytotoxicity %	Myeloid diff MLP GFP+ MAC1+ %	MT stabilize HCS	bCat nuc transl cell count 5 µM	Hep lipid drop	MT stabilize HCS Hoechst-high %	WT yeast gro inh mutant strain	WT yeast gro inh	West Nile antiviral	Hep lipid drop cells 6.5 µM
19	O=C(c1ccc2c(c1)OCO2)C1CCCN(Cc2ccc(OC(F)F)cc2)C1 (stereo unspecified)	i	·	·	1.2	·	·	i	·	·	0.9	·	·	-26.0	·	·	·	-0.6%	716
20	CCNc1nc(NCC)nc(Nn2cnnc2)n1	i	-0.23	i	13.8	·	1.9	i	876	6.1	0.6	1.6	·	·	0.7	-12.8	-14.3	0.5%	·
21	COc1cccc(NC(=O)CN(C)C(=O)c2ccc(-c3ccccc3Cl)o2)c1	i	·	·	59.4	·	·	i	·	·	3.1	·	·	-21.6	·	·	·	-0.2%	701
22	COc1cccc(CN2CCNC(=O)C2CC(=O)N(C)CC2CCOCC2)c1OC (stereo unspecified)	i	·	·	7.8	·	·	i	·	·	0.6	·	·	-13.9	·	·	·	1.3%	730
23	O=C(CCC1CCCN(C(=O)c2ccccc2Cl)C1)N1CCN(c2ccccn2)CC1 (stereo unspecified)	i	·	·	13.7	·	·	i	·	·	0.7	·	·	-19.8	·	·	·	-0.2%	742
24	O=C(NCc1ccco1)C1CCN(C(=O)Cc2ccccc2)CC1	·	0	i	21.2	·	5.7	i	1318	29.1	·	2.7	·	-12.4	0.3	-0.7	5.6	0.2%	646
25	O=C(Nc1ccc(Cl)cc1)N1CCN(c2ccccc2)CC1	i	0.29	i	47.9	-2.4	8.3	i	1241	7.3	0.3	3.2	1250	0.4	1.6	-4.2	-9.3	-0.2%	754
26	N#Cc1ccccc1NC(=O)c1ccc2c(c1)OCCO2	i	·	·	53.1	·	·	i	·	·	0.5	·	·	-5.6	·	·	·	-0.3%	772
27	COc1ccc2c(c1)cc1c(=O)n(CC(=O)NCCCN3CCOCC3)nc(C)n12	i	·	·	3.6	·	·	i	·	·	1.2	·	·	-0.8	·	·	·	-0.4%	711
28	Cc1ccc(S(=O)(=O)c2ccc(C)cc2)cc1	i	0.57	i	48.7	·	17.1	i	1019	6.5	0.5	1.4	·	-0.5	1.1	2.1	-8.5	0.1%	738
29	Cc1cccn2c(=O)c(/C=C(\C#N)C(N)=O)c(N3CCN(c4ccccc4)CC3)nc12	i	·	·	12.2	·	·	i	·	·	0.9	·	·	14.8	·	·	·	-0.6%	803
30	O=C(Cn1cc2c(n1)CCCC2)N1CCCC1	i	-0.8	i	68.4	-6.3	19.4	i	968	3.1	2.1	5.9	1044	·	2.9	-2.7	-1.7	-0.2%	·
31	CC1CN(C(=O)/C(C#N)=C2\N=C(NC(=O)c3ccc(F)cc3)c3ccccc32)CC(C)O1 (stereo unspecified)	i	0.98	·	21.1	-0.1	·	i	991	·	0.5	·	1382	-4.7	·	·	·	0.0%	706
32	Cc1ccc(-n2cnc3scc(-c4cccs4)c3c2=O)cc1	i	0.36	i	53.9	-1.4	-2.3	i	1224	2.7	0.6	3.7	460	-1.5	2.1	-0.7	22.4	0.0%	736
33	O=C(Cn1cnc([N+](=O)[O-])n1)N/N=C/c1cccc(Cl)c1	i	·	i	55.9	-1.4	-26.1	i	·	4.4	0.5	2.2	551	11.1	0.7	-12.0	-3.8	1.1%	705
34	COc1ccc(CNC(=O)c2cc3cccc(O)c3oc2=N)cc1	i	·	·	47.5	·	·	i	·	·	0.3	·	·	-3.7	·	·	·	-0.1%	858
35	Nc1ccc(-n2cnc3cc([N+](=O)[O-])ccc32)cc1	+	-0.24	i	51.7	0.1	-0.5	i	1196	1.4	3.9*	2.4	1121	7.3	1.9	0.7	6.1	1.0%	800
36	Clc1cccc(Nc2ncnc3ccc(Br)cc23)c1	i	-0.54	i	38.4	-1.7	2.7	i	1275	2.0	1.7	1.8	1372	·	1.0	56.0*	72.8*	1.1%	·
37	O=C(CNC(=O)c1ccco1)N/N=C/c1cc(Br)ccc1O	i	·	·	26.1	·	·	i	·	·	0.6	·	·	20.0	·	·	·	-0.5%	833
38	N/C(CCN1CCOCC1)=N/O	i	·	i	41.5	-4.3	11.5	i	·	0.8	0.7	2.2	578	7.7	1.5	1.2	-7.1	0.0%	709
39	O=C1CCCC2=C1C(c1ccsc1)CC(=O)N2c1ccccc1F (stereo unspecified)	i	-0.07	i	24.4	0.9	-12.7	i	1256	7.4	0.2	2.2	1058	10.6	3.0	3.5	0.1	-0.6%	671
40	Cc1cc2cc(CNS(=O)(=O)c3ccc4ccccc4c3)ccc2n1C	i	0.46	i	31.2	3.3	-8.8	i	1575	10.3	1.6	5.6	1093	-4.4	3.9	4.2	-13.2	0.1%	613
41	COCCNC(=O)c1onc(CCl)c1C(=O)OC	i	-0.52	i	34.1	0.5	-23.3	i	1185	1.3	1.2	4.8	1352	·	1.3	9.5	48.3	-0.2%	·

Screening results: PubChem BioAssay, several laboratories
